Source: PubChem (several laboratories)
TRPC4 act: activators of mouse TRPC4 channel, primary screen, Fluo4 calcium, HEK293 TRPC4beta/mu-opioid cells | actives 0.49% (n = 310,000) | Fluo4 calcium fluorescence; stronger effect = higher value | Short transient receptor potential channel 4 (Mus musculus), Q9QUQ5 | B-score at 10 µM;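 active means B-score above 5 SD of library B-scores, and initial fluorescence ratio not above library mean plus 5 SD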;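 further: positive B-score marks a calcium rise read as TRPC4 activation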
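Assay system – TRPC4beta and mu-opioid receptor HEK293 stable cells · Measured by – Fluo4 fluorescence, kinetic · Schedule – dye loading 45 min room temperature, 110 s kinetic read · Read-out – B-scored integrated calcium fluorescence ratio · Controls – buffer and maximal DAMGO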
Platelet DG rel: inhibitors of platelet dense granule secretion, primary screen, cell-based, MLPCN, human platelets; actives 0.22% (n = 300,000); inhibition, %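 (compounds screened at 7.5 µM in platelet-rich plasma)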; human platelet-rich plasma, SFLLRN dense granule ATP release, luminescence; AID 1663, 2009;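 active means mean replicate score, as percent of positive control, at or above 50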
TRPC4 potent: positive allosteric modulators of TRPC4, primary screen, cell-based, mouse TRPC4beta, HEK293 mu-opioid, Fluo-4 calcium; Short transient receptor potential channel 4 (Mus musculus), Q9QUQ5; DAMGO EC20, Fluo-4 Ca2+ flux; stronger effect = higher value; B-score at 10 µM; actives 0.42% (n = 310,000); AID 2227, 2009;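 active means B-score of calcium response area above 5 SD of library B-scores, with initial fluorescence ratio within 5 SD of library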;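 further: B-score of integrated fluorescence ratio over time as area under calcium response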
KCNQ1 pot: potentiators or activators of KCNQ1 channel, primary screen, cell-based, thallium flux, high-throughput. AID 2648, 2010. actives 0.35% (n = 310,000). Potassium voltage-gated channel subfamily KQT member 1 (Homo sapiens), P51787. B-score at 10 µM. CHO-K1 KCNQ1, thallium flux FluxOR fluorescence; stronger effect = higher value;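 active means fluorescence ratio B-score, a plate-corrected score, at least three library SD, with initial intensity B-score within 5 SD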
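Medium – assay buffer, equal DMSO in all wells · Material – CHO-K1 cell line with stable KCNQ1 potassium channel expression · Signal – kinetic FluxOR thallium fluorescence, 10-s 1-Hz baseline, 110-s post-stimulus read · Compound – single concentration per compound, DMSO matched to controls · Schedule – 37 °C overnight plating, 90-min dark dye load, 20-min compound pretreatment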
PolyA inh: polyadenylation inhibitors in yeast reporter cells, primary screen, luminescence, S. cerevisiae | S. cerevisiae SKY197-pL101 polyadenylation reporter, beta-gal luminescence; efflux-impaired pdr1/pdr3 knockout yeast; score 100 = 6 SD above DMSO | calls only at 12 µM | actives 0.02% (n = 300,000) | AID 1875, 2009;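 active means lowest replicate activity score at least 50, where 100 means six control SD above control mean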;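 further: yeast exposed to compound for 9 h at 30 °C; higher score means more reporter readthrough which indicates perturbed polyadenylation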
KCNK3 inh: human KCNK3 channel inhibitors, primary screen, CHO cells, FluxOR thallium flux, B-score; Potassium channel subfamily K member 3 (Homo sapiens), O14649; FluxOR fluorescence; stronger effect = lower value; B-score at 10 µM; actives 0.84% (n = 340,000); AID 602410, 2012;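 active means B-score under library mean minus 4 SD, starting fluorescence ratio at most library mean plus 5 SD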;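 further: more negative B-score means stronger inhibition of thallium flux through KCNK3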
KCNQ1 inh: inhibitors of human KCNQ1 channel, primary screen, cell-based, thallium flux, high-throughput. Potassium voltage-gated channel subfamily KQT member 1 (Homo sapiens), P51787. CHO-K1 KCNQ1, FluxOR thallium flux fluorescence; stronger effect = higher value. B-score at 10 µM. actives 1.3% (n = 310,000). AID 2642, 2010;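 active means compounds whose thallium flux B-score, printed positive for inhibition, exceeds three library SD while starting fluorescence stays within three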;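 further: channel opened by potassium depolarization with thallium stimulus after 20 min compound exposure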
KCNK9 inh: KCNK9 potassium channel inhibitors, primary screen, HEK293 cells, thallium flux | B-score at 10 µM | actives 1.2% (n = 310,000) | FluxOR thallium flux fluorescence; stronger effect = lower value | Potassium channel subfamily K member 9 (Homo sapiens), Q9NPC2;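 active means ratio B-score over 3 SD below the library mean, with starting fluorescence within 5 SD of its mean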;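 further: negative B-score means less thallium flux so channel inhibition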
hERG rescue: hERG rescue from dofetilide block, primary screen, cell-based, CHO-hERG, FluxOR thallium flux, dofetilide IC70; Voltage-gated inwardly rectifying potassium channel KCNH2 (Homo sapiens), Q12809; dofetilide IC70 present; activation (rescue from dofetilide block), less the hit threshold, % at 10 µM; actives 0.51% (n = 310,000);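 active means activation above the mean of controls blocked by dofetilide plus 5 SD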;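 further: thallium influx through hERG after potassium depolarization seen as dye fluorescence rise; in these data hits start at about 4.7%; inactives centre near -7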
Target sequence (Q12809 whole entry, looked up): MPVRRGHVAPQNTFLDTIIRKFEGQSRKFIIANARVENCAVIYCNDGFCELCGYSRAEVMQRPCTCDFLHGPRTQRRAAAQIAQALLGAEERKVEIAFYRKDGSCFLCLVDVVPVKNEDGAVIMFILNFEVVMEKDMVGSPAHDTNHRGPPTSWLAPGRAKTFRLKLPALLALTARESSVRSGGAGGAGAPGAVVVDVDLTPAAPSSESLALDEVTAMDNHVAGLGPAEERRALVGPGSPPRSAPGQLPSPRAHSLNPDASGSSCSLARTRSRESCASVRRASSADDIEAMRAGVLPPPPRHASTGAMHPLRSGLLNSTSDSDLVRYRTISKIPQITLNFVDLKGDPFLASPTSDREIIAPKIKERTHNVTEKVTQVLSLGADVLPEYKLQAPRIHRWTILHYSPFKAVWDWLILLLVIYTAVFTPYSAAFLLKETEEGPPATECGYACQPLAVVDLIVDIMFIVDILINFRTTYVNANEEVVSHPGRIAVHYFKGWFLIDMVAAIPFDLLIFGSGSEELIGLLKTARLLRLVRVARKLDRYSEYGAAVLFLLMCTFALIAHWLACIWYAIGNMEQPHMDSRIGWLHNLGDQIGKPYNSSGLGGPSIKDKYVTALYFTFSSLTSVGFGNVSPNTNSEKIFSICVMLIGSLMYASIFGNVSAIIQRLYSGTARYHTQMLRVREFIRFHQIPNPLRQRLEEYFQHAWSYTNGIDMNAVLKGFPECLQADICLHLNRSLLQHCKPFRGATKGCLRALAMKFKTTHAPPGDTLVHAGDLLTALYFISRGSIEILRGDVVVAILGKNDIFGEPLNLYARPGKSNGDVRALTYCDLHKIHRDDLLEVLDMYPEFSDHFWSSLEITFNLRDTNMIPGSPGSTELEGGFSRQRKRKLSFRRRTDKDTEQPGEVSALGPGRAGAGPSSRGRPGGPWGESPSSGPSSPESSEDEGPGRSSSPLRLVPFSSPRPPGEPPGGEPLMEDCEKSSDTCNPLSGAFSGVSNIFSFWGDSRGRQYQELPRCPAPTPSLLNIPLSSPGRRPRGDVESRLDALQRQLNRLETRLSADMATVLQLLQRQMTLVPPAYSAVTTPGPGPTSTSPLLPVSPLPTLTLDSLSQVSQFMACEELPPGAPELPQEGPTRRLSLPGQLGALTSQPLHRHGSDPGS
DYRK1A inh: rat Dyrk1A kinase inhibitors, primary screen, biochemical, single point, plate reader; ADP-Glo luminescence, NFATc1 peptide; AID 504441, 2011; Dual specificity tyrosine-phosphorylation-regulated kinase 1A (Rattus norvegicus), Q63470; inhibition, % at 12.5 µM; actives 0.43% (n = 310,000); in the data active means inhibition above about 50%;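 further: plate controls were vehicle with enzyme for no effect and no enzyme for full effect; many of its hits are not listed in these tables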
TRPC4 inh: inhibitors of mouse TRPC4 channel, primary screen, Fluo4 calcium, HEK293 TRPC4beta/mu-opioid cells; Short transient receptor potential channel 4 (Mus musculus), Q9QUQ5; DAMGO-evoked Fluo4 calcium flux; stronger effect = lower value; B-score at 10 µM; actives 0.39% (n = 300,000); AID 2247, 2010;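 active means B-score over 3 SD under the library average, no early fluorescence shift, positive overall ratio signal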
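test system = HEK293 cells with stable TRPC4beta plus mu-opioid receptor expression | detection = Fluo4 Ca2+ flux fluorescence | read-out = integrated fluorescence ratio relative to baseline, converted to per-well B score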
Starred values were filed as active, the others as inactive; i = inactive; x = not tested or not shown. This is a subset; rates above refer to the full screens.

no.	Compound	TRPC4 act	Platelet DG rel	TRPC4 potent	KCNQ1 pot	PolyA inh	KCNK3 inh	KCNQ1 inh	KCNK9 inh	hERG rescue	DYRK1A inh	TRPC4 inh
1	O=C(NCCCN1CCOCC1)c1ccc2nc(Cc3cccc(Cl)c3)oc2c1	i	-11	i	i	i	i	i	i	-7	3	i
2	COc1cc(Cl)c(C)cc1NC(=O)CSc1ccccc1	i	3	i	i	i	-9.4*	i	i	-6	0	i
3	CC(=O)N1CCN(Cc2nc3cc(Cl)ccc3c(=O)[nH]2)CC1	i	-5	i	i	i	i	i	i	-6	6	i
4	CCOC(=O)c1c(C)[nH]c(C(=O)COC(=O)CSC)c1C	i	14	i	i	i	i	i	i	-5	-1	i
5	CCOC(=O)N1CCN(C(=O)C(NC(=O)c2ccc(CC)cc2)C(C)C)CC1 (configuration not stated)	i	-5	i	i	i	i	i	i	-6	2	i
6	Cc1cccnc1NC(=O)CCNC(=O)c1ccccc1Cl	i	-6	i	i	i	i	i	i	-11	-5	i
7	O=C(O)COc1ccc(/C=C/c2ccc3cccc([N+](=O)[O-])c3n2)cc1	i	3	i	i	i	i	i	i	-14	66*	i
8	Cc1ccc(SCC(=O)Nc2ccc(N3CCOCC3)cc2)c(C)c1	i	11	i	i	i	i	i	i	-10	2	i
9	Cn1cc([N+](=O)[O-])c(C(=O)N(Cc2ccccc2)Cc2ccccc2)n1	i	-5	i	i	i	i	i	i	-10	-3	i
10	CCn1cc(/C=C(\NC(=O)c2ccc(C)cc2)C(=O)NCCN2CCOCC2)c2ccccc21	i	7	i	i	i	i	i	i	-13	x	i
11	COc1ccc(/C(O)=C2\C(=O)C(=O)N(CCN(C)C)C2c2cccc(OC)c2OC)cc1 (configuration not stated)	i	-9	i	i	i	i	i	i	-7	6	i
12	COc1ccc(OC)c(NC(=O)C23CCC(C)(C(=O)C2)C3(C)C)c1 (configuration not stated)	i	-12	i	i	i	i	i	i	-3	-3	i
13	COc1ccccc1C1=NOC(C)(c2sc(-c3ccc(Cl)cc3)nc2C)C1 (configuration not stated)	i	0	i	i	i	i	i	i	-6	8	i
14	COc1cccc(C2N(Cc3ccccc3)C(=O)C2(F)F)c1OC (configuration not stated)	i	-6	i	i	i	i	i	i	-17	2	i
15	CCn1c(SCC(=O)Nc2cccc(F)c2)nc2c(c1=O)SC(C)C2 (configuration not stated)	i	0	i	i	i	-8.9*	i	i	-7	-13	i

Next records:
no.	Compound	TRPC4 act	Platelet DG rel	TRPC4 potent	KCNQ1 pot	PolyA inh	KCNK3 inh	KCNQ1 inh	KCNK9 inh	hERG rescue	DYRK1A inh	TRPC4 inh
16	Cc1ccc(C(=O)NC(C(=O)Nc2ccccc2)c2ccccc2)cc1 (configuration not stated)	i	4	i	i	i	i	i	i	-4	-5	i
17	O=C(CC(O)(c1ccccc1)C(F)(F)C(F)F)c1cccs1 (configuration not stated)	i	-6	i	i	x	i	i	i	-13	16	i
18	CCOc1ccc(S(=O)(=O)n2ccnc2C)cc1	i	-2	i	i	i	x	i	i	-10	x	i
19	CCS(=O)(=O)N1CCC(C(=O)NCc2cccc(OC)c2)CC1	i	1	i	i	i	i	i	i	-11	5	i
20	Cc1ccc(C2/C(=C(\O)c3cnn(-c4ccccc4)c3C)C(=O)C(=O)N2CCN(C)C)o1 (configuration not stated)	i	8	i	i	i	i	i	i	0	0	i
21	COc1cc(/C=C/C(=O)OCC(=O)Nc2ccc3c(c2)OCCO3)ccc1OCC#N	i	-9	i	i	i	i	i	i	-4	-2	i
22	COC(=O)c1ccc(C2/C(=C(\O)c3ccc4c(c3)OCCO4)C(=O)C(=O)N2CCCN2CCOCC2)cc1 (configuration not stated)	i	-2	i	i	i	i	i	i	-12	-4	i
23	O=C(Nc1nc2c(F)cccc2s1)C1CC1	i	-8	i	i	i	i	i	i	-4	1	i
24	COc1cc(C(=O)Nc2ccc3ccccc3c2)cc(OC)c1OC	i	1	i	i	i	x	i	i	-1	x	i
25	COc1cc(-c2cc(-c3ccc(F)cc3)nc(N)c2C#N)ccc1O	i	6	i	i	i	i	i	i	0	x	i
26	COC(=O)c1c(-c2ccsc2)oc2ccc(-c3cc(OC)c(OC)c(OC)c3)cc12	i	1	i	i	i	i	i	i	-6	5	i
27	CCOC(=O)N1CCC(N2CCCC(CO)(Cc3cccc(OC)c3)C2)CC1 (configuration not stated)	i	0	i	i	i	i	i	i	-6	-4	i
28	COc1ccc(CCN(C)CCC(=O)Nc2c(C)cc(C)cc2C)cc1OC	111*	-3	i	i	i	i	i	i	-8	4	i
29	Cc1ccc2[nH]c3c(=O)n(CCC4=CCCCC4)cnc3c2c1	i	-3	i	i	i	x	i	i	-2	x	i
30	COc1ccc(CN(C2CCCCC2C)S(=O)(=O)c2ccc(S(=O)(=O)N(C)C)cc2)cc1OC (configuration not stated)	i	-6	23*	i	i	i	i	i	-4	3	i

(listing goes on)
no.	Compound	TRPC4 act	Platelet DG rel	TRPC4 potent	KCNQ1 pot	PolyA inh	KCNK3 inh	KCNQ1 inh	KCNK9 inh	hERG rescue	DYRK1A inh	TRPC4 inh
31	CC1CCCN(C(=O)C2CC(=O)N(c3ccc(Cl)cc3)C2)C1 (configuration not stated)	i	2	i	i	i	i	i	i	-3	-4	i
32	C=CCNC(=O)c1ccc(Cn2c(=S)[nH]c3cc4c(cc3c2=O)OCO4)cc1	i	-6	i	i	i	i	i	i	-18	-3	i
33	O=C(NCc1ccccc1)C(c1ccco1)N(C(=O)c1csnn1)C1CC1 (configuration not stated)	i	-2	i	i	i	i	i	i	-10	-6	i
34	Cc1ccc(C)c(NC(=O)C(OC(=O)c2cnc(C)cn2)c2ccccc2)c1 (configuration not stated)	i	6	i	i	i	i	i	i	-11	-7	i
35	COc1ccc(C(=O)Nc2c3c(nn2-c2cccc(Cl)c2)CS(=O)C3)cc1 (configuration not stated)	i	0	i	i	i	i	i	i	-5	-2	i
36	COc1ccc(CCNC(=O)c2cc(-c3ccco3)on2)cc1OC	i	4	i	i	x	i	i	i	-13	-3	i
37	CCCCCc1ccc(-c2ccc(OCC)cc2)nc1	i	-3	i	i	i	i	i	i	-8	x	i
38	CCOC(=O)c1c(C)noc1CP(=O)(c1ccccc1)c1ccccc1	i	-2	i	i	i	i	i	i	-5	1	i
39	Cc1c(C(=O)N2CCOCC2)sc2nc(-c3ccccc3)cn12	i	6	i	i	i	i	i	i	-10	-5	i
40	CCCCCCN(C(=O)CCCCCN1C(=O)NC(c2ccc(-c3ccccc3)cc2)C(C(=O)OCc2ccccc2)=C1C)C(C(=O)NCCCC)c1ccccc1 (configuration not stated)	i	-1	i	i	i	x	i	i	2	x	x
41	CN(CC(=O)N1CCCCCC1)S(=O)(=O)c1ccc(F)cc1	i	1	i	i	i	i	i	i	-10	-3	i
42	COC(=O)c1cccc(CSc2nnc(C)s2)c1	i	-1	i	i	i	i	i	i	-3	7	i
43	COc1cc2cc(CN(Cc3ccc4c(c3)OCO4)C(=O)c3ccco3)c(=O)[nH]c2cc1OC	i	0	i	i	i	i	i	i	-6	3	i
44	COC(=O)c1ccc([C@H](NC(=O)c2ccco2)[C@]2(C)C[C@H]2C2CCCCC2)cc1	i	-2	i	i	i	i	6*	i	-7	4	i
45	C=CCn1c(C)cc(C(=O)CSc2nnc(NCc3ccccc3)s2)c1C	i	-8	i	i	x	i	i	i	-7	5	i

More structures:
no.	Compound	TRPC4 act	Platelet DG rel	TRPC4 potent	KCNQ1 pot	PolyA inh	KCNK3 inh	KCNQ1 inh	KCNK9 inh	hERG rescue	DYRK1A inh	TRPC4 inh
46	CCOC(=O)C1CCN(C(=O)COC(=O)c2ccc(Br)o2)CC1	i	2	i	i	i	i	i	i	-7	-10	i
47	COc1cccc(C(C)NC(=O)Nc2cccc(C(F)(F)F)c2)c1 (configuration not stated)	i	1	i	i	i	i	i	-6.8*	-7	10	i
48	O=C(Nc1ccccc1)c1cccc(N2C(=O)C3C4C=CC(C4)C3C2=O)c1 (configuration not stated)	i	3	i	i	i	i	i	i	-6	-5	i
49	CC(C)NS(=O)(=O)c1ccc(CCC(=O)Nc2cc(Cl)ccc2Oc2ccccc2)cc1	i	-8	i	i	i	i	i	i	-15	2	i
50	Cc1cccc(N=C2NC(=O)c3cc([N+](=O)[O-])ccc32)c1	i	9	i	i	i	i	i	i	-8	-4	i

Five entries drawn at random from the list so far:
no.	Compound	TRPC4 act	Platelet DG rel	TRPC4 potent	KCNQ1 pot	PolyA inh	KCNK3 inh	KCNQ1 inh	KCNK9 inh	hERG rescue	DYRK1A inh	TRPC4 inh
48	O=C(Nc1ccccc1)c1cccc(N2C(=O)C3C4C=CC(C4)C3C2=O)c1 (configuration not stated)	i	3	i	i	i	i	i	i	-6	-5	i
47	COc1cccc(C(C)NC(=O)Nc2cccc(C(F)(F)F)c2)c1 (configuration not stated)	i	1	i	i	i	i	i	-6.8*	-7	10	i
46	CCOC(=O)C1CCN(C(=O)COC(=O)c2ccc(Br)o2)CC1	i	2	i	i	i	i	i	i	-7	-10	i
50	Cc1cccc(N=C2NC(=O)c3cc([N+](=O)[O-])ccc32)c1	i	9	i	i	i	i	i	i	-8	-4	i
49	CC(C)NS(=O)(=O)c1ccc(CCC(=O)Nc2cc(Cl)ccc2Oc2ccccc2)cc1	i	-8	i	i	i	i	i	i	-15	2	i
